# High-throughput results (PubChem BioAssay)
# pPAFAH FP inh – pPAFAH enzyme inhibitors, primary screen, biochemical, fluorescence polarization, human; recombinant pPAFAH, FP-rhodamine probe fluorescence polarization; AID 463082, 2010; 330,000 tested, 1.5% active; inhibition, % at 3.39 µM; Platelet-activating factor acetylhydrolase (Homo sapiens), Q13093;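 active = inhibition above the mean inhibition across the screen plus 3 SD, cut at about 25% in these data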;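 note: inhibitors block binding of the rhodamine activity-based probe so polarization drops; 0% = enzyme with DMSO and 100% = wells lacking pPAFAH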
# GLD-1 RNA inh – GLD-1/TGE RNA complex disruptors, primary screen, biochemical, fluorescence polarization; purified GLD-1 + fluorescein TGE RNA; inhibition, % at 5.96 µM; 320,000 tested, 0.44% active;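 active = percent inhibition above a per-plate cutoff, the plate mean of test compounds plus 3 SD, cut at about 30% in these data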;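 note: 0% = DMSO wells with GLD-1 and probe and 100% = wells lacking GLD-1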
# Target sequence (Q17339 whole entry, looked up): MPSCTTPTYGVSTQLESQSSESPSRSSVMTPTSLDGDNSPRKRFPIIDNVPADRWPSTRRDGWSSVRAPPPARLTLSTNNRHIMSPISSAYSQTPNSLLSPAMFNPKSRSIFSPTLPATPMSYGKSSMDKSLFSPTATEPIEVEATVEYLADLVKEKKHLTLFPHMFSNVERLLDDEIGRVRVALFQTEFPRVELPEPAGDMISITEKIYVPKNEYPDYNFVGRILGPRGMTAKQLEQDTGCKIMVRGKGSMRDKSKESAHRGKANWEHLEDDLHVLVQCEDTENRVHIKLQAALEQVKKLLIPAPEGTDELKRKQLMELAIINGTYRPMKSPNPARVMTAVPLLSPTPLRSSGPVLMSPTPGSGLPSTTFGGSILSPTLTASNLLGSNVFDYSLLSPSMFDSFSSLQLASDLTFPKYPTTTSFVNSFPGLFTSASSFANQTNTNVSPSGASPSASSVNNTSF
# AHR act – AHR activators, primary screen, cell-based, luminescence, luciferase reporter, human. AID 2796, 2010. activation, % at 5 µM. Aryl hydrocarbon receptor (Homo sapiens), P35869. AHR-responsive luciferase reporter cells. 320,000 tested, 2.5% active; in the data active = activation above about 47%;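 note: 0% = vehicle wells and 100% = reference agonist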
# Bcl-xL primary – inhibitors of human Bcl-xL, primary screen, biochemical, fluorescence polarization, HTS; 320,000 tested, 0.7% active; AID 2129, 2009; inhibition, % at 10.9 µM; Bcl-2-like protein 1 (Homo sapiens), Q07817; GST-Bcl-xL / FITC-Bim BH3 peptide fluorescence polarization;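 active = inhibition above the mean of all tested compounds plus 3 SD, cutoff set per campaign, cut at about 30% in these data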;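 note: 0% = DMSO wells and 100% = unlabeled Bim-BH3 peptide competitor; inhibitors lower millipolarization by displacing the labeled peptide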
# Target sequence (Q07817 whole entry, looked up): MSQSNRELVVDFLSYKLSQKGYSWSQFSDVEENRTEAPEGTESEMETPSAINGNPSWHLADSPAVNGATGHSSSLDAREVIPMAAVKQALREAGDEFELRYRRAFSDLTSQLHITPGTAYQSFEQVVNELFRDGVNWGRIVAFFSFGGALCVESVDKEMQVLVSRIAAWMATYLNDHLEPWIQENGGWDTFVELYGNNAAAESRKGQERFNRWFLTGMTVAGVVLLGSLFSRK
# Fam108B inh – mouse Fam108B serine hydrolase inhibitors, primary screen, counter-screen for RBBP9 inhibitor project, biochemical, fluorescence polarization; recombinant Fam108B, FP-Rh probe fluorescence polarization; inhibition, % at 9.51 µM; 300,000 tested, 0.33% active; AID 1947, 2009;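 active = inhibition above the screen mean inhibition plus 3 SD, computed separately per campaign, cut at about 18% in these data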;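 note: inhibitors lower polarization as less probe binds the enzyme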
# PME-1 primary – PME-1 inhibitors via competitive probe labeling, primary screen, biochemical, fluorescence polarization, FP-Rh probe, HTS; 320,000 tested, 0.53% active; recombinant PME-1; inhibition, % at 5.9 µM;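 active = inhibition above the campaign mean of all compounds plus 3 SD, cut at about 26% in these data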;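 note: competitive labeling of PME-1 active site by serine hydrolase directed probe; 0% = PME-1 with DMSO and 100% = wells lacking PME-1 enzyme; inhibitors block probe labeling so polarization falls and inhibition rises; many of its hits are not listed in these tables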
# MCL1 BIM primary – inhibitors of MCL1 binding to BIM-BH3, primary screen, biochemical, fluorescence polarization | GST-MCL1 / FITC-Bim-BH3 fluorescence polarization | Induced myeloid leukemia cell differentiation protein Mcl-1 (Homo sapiens), Q07820 | 320,000 tested, 0.68% active | inhibition, % at 10.9 µM;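 active = inhibition above the mean inhibition of all tested compounds plus 3 SD, set per campaign, cut at about 40% in these data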;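 note: 0% = DMSO wells and 100% = unlabeled Bim-BH3 peptide control; higher means more loss of mP so more displacement of Bim peptide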
# PAFAH1B2 inh – PAFAH1B2 enzyme inhibitors, primary screen, biochemical, fluorescence polarization, human. inhibition, % at 3.39 µM. recombinant PAFAH1B2, FP-rhodamine activity probe. AID 492953, 2010. 340,000 tested, 1.2% active;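 active = inhibition above the mean of all tested compounds plus 3 SD, cut at about 24% in these data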;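 note: 0% = enzyme with DMSO and 100% = wells lacking PAFAH1B2; many of its hits are not listed in these tables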
# Target sequence (P68402 whole entry, looked up): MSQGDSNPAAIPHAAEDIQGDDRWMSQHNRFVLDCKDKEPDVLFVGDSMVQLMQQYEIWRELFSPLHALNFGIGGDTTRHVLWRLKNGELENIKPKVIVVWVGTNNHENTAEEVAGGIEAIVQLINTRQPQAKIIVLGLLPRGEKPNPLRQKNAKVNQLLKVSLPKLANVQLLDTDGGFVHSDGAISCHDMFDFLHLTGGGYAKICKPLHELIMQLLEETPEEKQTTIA
# MEX-5 binding – MEX-5 zinc finger RNA-binding disruptors – biochemical, C. elegans, fluorescence polarization, MLPCN library, primary screen; Zinc finger protein mex-5 (Caenorhabditis elegans), Q9XUB2; MEX-5/FITC-TCR2 RNA binding; hits give low values; activity score (negative = inhibition of binding), % at 10 µM; 300,000 tested, 0.38% active; AID 1832, 2009;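 active = inhibition past about -25% in most replicates, and total fluorescence under double the plate's negative control median, limit read from the data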;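 note: 0% = DMSO and -100% = 5 µM competing unlabeled TCR2 RNA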
# * marks the source's active call; other numbers are inactive results; · = not tested or not shown. A portion of the library (hit frequency here may not be typical).
SMILES,pPAFAH FP inh,GLD-1 RNA inh,AHR act,Bcl-xL primary,Fam108B inh,PME-1 primary,MCL1 BIM primary,PAFAH1B2 inh,MEX-5 binding
CCOC(=O)/C(C#N)=C1/C=CN(C)C=N1,-3,7,-1,1,1,2,4,5,-2.4
Cc1ccc(NC(=O)CCNS(=O)(=O)c2ccc3c(c2)c(=O)n(C)c(=O)n3C)cc1C,1,6,2,2,3,5,5,5,-0.5
CCOc1cnc(-c2ccc(Cl)cc2)o1,3,-2,-2,2,0,-2,2,2,1.8
COc1ccc(OC)c(NC(=O)C2CCN(S(=O)(=O)c3ccc4c(c3)OCCO4)CC2)c1,6,1,6,-4,4,-3,-6,3,-2.8
O=C(c1ccco1)N1CCN(Cc2cc(=O)c(OCc3ccc([N+](=O)[O-])cc3)co2)CC1,2,-1,4,-3,0,4,-6,1,1.5
N#Cc1ccccc1Sc1ccccc1C(=O)Nc1ccc(Br)cc1,-5,3,0,5,-24,-19,12,-2,-1.0
Cc1ccccc1CSc1ncc(C#N)c(N)n1,0,-4,13,-8,-3,-6,-19,-1,-2.7
O=C(N/C(=C\c1cn(-c2ccccc2)nc1-c1ccc(Cl)cc1)C(=O)N1CCOCC1)c1ccccc1,-3,0,3,2,0,-6,-6,·,1.1
COc1ccc(N2C(=O)CC(N(Cc3ccco3)C(=O)CCC(=O)O)C2=O)cc1 (stereo unspecified),0,5,2,-1,4,0,-2,-6,2.1
COc1cccc(OC)c1C(=O)Nc1ccc([N+](=O)[O-])cn1,8,6,-2,3,2,2,4,-2,-0.5
COC(=O)CSc1nc(N)c(C#N)c(-c2ccco2)c1C#N,4,6,4,5,-2,-1,0,1,-4.2
O=[N+]([O-])c1ccc(OCCO)c(P(=O)(c2ccccc2)c2ccccc2)c1,3,3,-1,4,-2,-1,-1,1,-4.1
Cc1sc2nc(CSCC(=O)NC3CCCCC3)[nH]c(=O)c2c1C,10,0,8,6,5,-1,-2,0,-2.3
COCCN1C(=O)c2oc3cc(C)c(C)cc3c(=O)c2C1c1ccc(O)cc1 (stereo unspecified),4,6,-1,-4,-2,3,-4,8,0.4
CCCCn1c(N)c(N(CCOC)C(=O)c2cccc(S(=O)(=O)N(CC)c3ccccc3)c2)c(=O)[nH]c1=O,10,4,3,-7,1,-2,-8,4,1.3
COC(=O)c1ccc(NCC(=O)c2ccccc2)cc1,4,1,19,0,0,-7,-3,0,-0.1
CS(=O)(=O)N1CCc2cc(-c3csc(NCC4CCCO4)n3)ccc21 (stereo unspecified),0,-4,14,4,0,1,7,2,0.7
Cc1ccc(NC(=O)NC2CCCCC2)cc1Cl,2,-6,7,-1,-4,-7,-2,0,·
COc1ccc(Cl)cc1NC(=O)CSc1nc2sccc2c(=O)[nH]1,9,0,18,6,-3,3,7,2,-1.3
COC(=O)c1c(NC(=O)C(=O)NCC2CCCO2)sc2c1CC(C)(C)OC2 (stereo unspecified),1,-7,10,0,3,-2,0,2,0.0
CC(C)C(=O)NC(NC(=O)C(C)C)c1ccc([N+](=O)[O-])cc1,5,-9,2,1,-4,-2,3,1,-0.4
O=C(CNCCCO)Nc1cc(C(F)(F)F)cc(NC(=O)CNCCCO)c1Cl,3,5,-5,7,2,-4,11,6,0.5
O=C(NC(=S)Nc1cccc([N+](=O)[O-])c1)c1ccccc1,-2,4,2,11,-1,3,11,·,3.2
COc1ccc(C(=O)N(C(C)C)C(C)C)c(OC)c1,0,-4,0,2,-3,-7,2,3,-1.3
O=C(/C=C/c1cccc(Oc2ccccc2)c1)N1CCOCC1,4,4,-2,2,2,-5,1,0,0.8
CCc1cc2c(NC(Cc3ccccc3)C(=O)O)nc(C)nc2s1 (stereo unspecified),-2,3,-1,4,1,5,-7,7,1.5
Cc1nc(SCC(=O)c2c(N)n(C3CC3)c(=O)[nH]c2=O)[nH]c(=O)c1CCO,-1,5,-1,-5,·,1,-2,-5,·
O=C(O)C(Cc1ccccc1)N1CCS(=O)(=O)CC1 (stereo unspecified),5,-5,0,3,1,2,-7,-5,0.9
CC/C(=N/Nc1cccc(Cl)c1)c1cnnc(SC)n1,3,-3,9,6,2,-5,1,-3,0.8
Cc1cc(C(=O)Nc2cc(C(F)(F)F)ccc2N2CCOCC2)no1,-1,-1,-7,-9,-1,-4,-8,-3,1.1
CC(=O)NC1(c2cccc(F)c2)CCN(C(=O)Nc2ccc(C#N)cc2)CC1,-1,5,-1,-1,2,1,-6,-1,2.1
O=C(COc1ccc(F)cc1)Nc1cc(Cl)ccc1-n1cncn1,4,-4,19,-11,2,-9,-14,4,-0.3
COc1ccc(Cl)cc1NC(=O)C(C)Sc1nncn1C (stereo unspecified),1,-3,12,2,-1,-1,0,4,1.8
CC1(C)CC(=O)C=C(c2ccc(F)cc2OCc2ccccc2)C1,7,-4,0,3,·,-6,1,8,·
COCCCNc1nc2nonc2nc1N1CCN2CCCC2C1 (stereo unspecified),2,8,1,17,-2,-1,10,4,-10
Cc1cccc(N2CCN(S(=O)(=O)c3ccc4c(c3)CCC(=O)N4)CC2C)c1 (stereo unspecified),-2,1,-1,3,1,-5,10,-1,-1.1
COc1ccc2cc(C(=O)Nc3ccc(F)cc3)sc(=O)c2c1OC,-2,1,-2,4,-9,-5,-4,-1,0.7
CCN(CC)C(=O)Cn1cc(C(=O)C(=O)Nc2ccc3c(c2)OCCO3)c2ccccc21,-5,-4,12,3,7,-4,6,-6,-1.7
CCc1cc(=O)oc2cc(OS(C)(=O)=O)ccc12,1,-12,9,3,1,-1,0,4,-0.5
CC1(C)CN2C(=S)N(c3ccccc3)C(c3ccccc3)N2C1 (stereo unspecified),-4,-4,1,3,4,-3,1,10,3.8
COc1ccc(-c2nc(CN3CCN(C(=O)c4ccco4)CC3)c(C)o2)c(OC)c1C,-1,7,1,0,-6,2,0,-2,0.3
CCOC(=O)c1ccc(-n2c(C)nc3ccc(Br)cc3c2=O)cc1,-1,5,0,4,1,1,5,1,-1.6
Cn1c(C(=O)NCCN2CCOCC2)cc2c(=O)n(C)c3ccccc3c21,1,8,3,2,3,-1,-2,-4,-4.2
COc1ccc(CCn2c(C)nc3c(c(=O)c4ccccc4n3C)c2=O)cc1,0,1,29,-3,-2,3,-7,3,1.6
CCc1nc(N)c(C#N)c(-c2ccco2)c1C,-4,-2,2,5,3,2,-2,8,-3.4

# 15 entries from above, tab-delimited.
Molecule	pPAFAH FP inh	GLD-1 RNA inh	AHR act	Bcl-xL primary	Fam108B inh	PME-1 primary	MCL1 BIM primary	PAFAH1B2 inh	MEX-5 binding
CC(=O)NC1(c2cccc(F)c2)CCN(C(=O)Nc2ccc(C#N)cc2)CC1	-1	5	-1	-1	2	1	-6	-1	2.1
O=C(COc1ccc(F)cc1)Nc1cc(Cl)ccc1-n1cncn1	4	-4	19	-11	2	-9	-14	4	-0.3
COc1ccc(Cl)cc1NC(=O)C(C)Sc1nncn1C (stereo unspecified)	1	-3	12	2	-1	-1	0	4	1.8
CC1(C)CC(=O)C=C(c2ccc(F)cc2OCc2ccccc2)C1	7	-4	0	3	·	-6	1	8	·
COCCCNc1nc2nonc2nc1N1CCN2CCCC2C1 (stereo unspecified)	2	8	1	17	-2	-1	10	4	-10
Cc1cccc(N2CCN(S(=O)(=O)c3ccc4c(c3)CCC(=O)N4)CC2C)c1 (stereo unspecified)	-2	1	-1	3	1	-5	10	-1	-1.1
COc1ccc2cc(C(=O)Nc3ccc(F)cc3)sc(=O)c2c1OC	-2	1	-2	4	-9	-5	-4	-1	0.7
CCN(CC)C(=O)Cn1cc(C(=O)C(=O)Nc2ccc3c(c2)OCCO3)c2ccccc21	-5	-4	12	3	7	-4	6	-6	-1.7
CCc1cc(=O)oc2cc(OS(C)(=O)=O)ccc12	1	-12	9	3	1	-1	0	4	-0.5
CC1(C)CN2C(=S)N(c3ccccc3)C(c3ccccc3)N2C1 (stereo unspecified)	-4	-4	1	3	4	-3	1	10	3.8
COc1ccc(-c2nc(CN3CCN(C(=O)c4ccco4)CC3)c(C)o2)c(OC)c1C	-1	7	1	0	-6	2	0	-2	0.3
CCOC(=O)c1ccc(-n2c(C)nc3ccc(Br)cc3c2=O)cc1	-1	5	0	4	1	1	5	1	-1.6
Cn1c(C(=O)NCCN2CCOCC2)cc2c(=O)n(C)c3ccccc3c21	1	8	3	2	3	-1	-2	-4	-4.2
COc1ccc(CCn2c(C)nc3c(c(=O)c4ccccc4n3C)c2=O)cc1	0	1	29	-3	-2	3	-7	3	1.6
CCc1nc(N)c(C#N)c(-c2ccco2)c1C	-4	-2	2	5	3	2	-2	8	-3.4

# Next entries.
SMILES,pPAFAH FP inh,GLD-1 RNA inh,AHR act,Bcl-xL primary,Fam108B inh,PME-1 primary,MCL1 BIM primary,PAFAH1B2 inh,MEX-5 binding
Cc1ccc(S(=O)(=O)N2CCN(c3ccccc3)CC2)c(C)c1,-2,-5,1,-1,5,1,-10,0,-1.9
CCN(Cc1nc(-c2ccc(OC)c(OC)c2)no1)C(=O)c1ccc2c(c1)OCO2,0,2,0,1,2,-1,0,7,-2.2
Cc1nc(SCc2ccccc2F)c2oc3ccccc3c2n1,19,-2,1,1,-1,1,-1,0,-0.4
CN(Cc1c(F)cccc1Cl)c1nnnn1-c1ccccc1,6,-2,-2,3,6,3,10,7,-2.2
O=c1cc(-c2ccccc2)nc(Sc2ccc([N+](=O)[O-])cc2[N+](=O)[O-])[nH]1,-6,4,-1,-6,-2,3,-4,4,1.4
Cc1[nH]nc(SCC(=O)N2CCCCCC2)c1[N+](=O)[O-],2,3,1,0,0,-3,0,3,4.6
CC1CCCN(C(=O)CN2C(=O)CSc3ccc(S(=O)(=O)N4CCOCC4)cc32)C1 (stereo unspecified),-2,-1,2,4,-1,0,-3,1,-4.6
